# Screens deposited in PubChem BioAssay by Johns Hopkins Ion Channel Center.
# CHT block – inhibitors of human choline transporter CHT. CHT-expressing cells, membrane potential dye, choline response; active compounds read low. hit rate 0.86% among 310,000. B-score at 10 µM;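 active = B-score over 3 SD under the library average, and starting fluorescence ratio not unusually high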;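 note: choline stimulus applied at its EC90 after an EC20 pre-addition; B-score computed on integrated fluorescence ratio after choline addition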
# Target sequence (Q9GZV3 whole entry, looked up): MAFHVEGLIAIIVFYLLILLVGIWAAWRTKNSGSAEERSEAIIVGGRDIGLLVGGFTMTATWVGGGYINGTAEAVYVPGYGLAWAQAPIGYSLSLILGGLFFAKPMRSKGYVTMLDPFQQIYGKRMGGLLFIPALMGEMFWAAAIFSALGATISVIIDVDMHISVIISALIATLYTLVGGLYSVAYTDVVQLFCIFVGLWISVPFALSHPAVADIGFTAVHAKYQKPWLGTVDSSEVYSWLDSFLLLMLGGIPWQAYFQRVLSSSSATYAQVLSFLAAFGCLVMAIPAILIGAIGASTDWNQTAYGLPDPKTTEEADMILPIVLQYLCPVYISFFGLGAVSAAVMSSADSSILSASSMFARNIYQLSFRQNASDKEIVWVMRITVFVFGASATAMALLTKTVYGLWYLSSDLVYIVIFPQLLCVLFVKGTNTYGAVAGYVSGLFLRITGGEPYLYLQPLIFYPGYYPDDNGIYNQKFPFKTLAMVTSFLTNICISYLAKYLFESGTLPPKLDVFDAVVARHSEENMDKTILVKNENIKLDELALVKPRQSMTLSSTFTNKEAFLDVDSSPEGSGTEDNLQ
# CHT PAM – human CHT allosteric activation | Q9GZV3 | CHT-expressing cells, membrane potential dye, choline EC20; active compounds read high; LV-AA mutant CHT in HEK293 cells | B-score at 10 µM | hit rate 0.49% among 310,000;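 active = initial fluorescence not abnormally high and integrated response B-score, plate-corrected, over 3 SD above library mean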
# * = called active by the depositor; i = inactive.
SMILES,CHT block,CHT PAM
CN1CCN(c2ccccc2NC(=O)c2sc3ccccc3c2Cl)CC1,i,i
CCOC(=O)c1[nH]c2ccc(OCC)cc2c1NC(=O)CN1CCN(c2ccccn2)CC1,i,i
COc1cc(NC(=O)c2cc(-c3ccco3)on2)cc(OC)c1OC,i,i
CC1CCCN(CCCNC(=O)CN2C(=O)CSc3ccc(S(=O)(=O)N4CCOCC4)cc32)C1 (stereo not given),i,i
Oc1ccc(Nc2nnc(-c3ccc(O)cc3)c3ccccc23)cc1,i,i
COc1ccc(NC(=O)N2CCc3ccccc3C2)c(OC)c1,i,i
CC(NC(=O)c1ccccc1)C(=O)NC1=NCCS1 (stereo not given),i,i
N#C/C(=C/c1ccc(-c2cc(C(=O)O)cc(C(=O)O)c2)o1)c1nc2ccccc2s1,i,i
CCOc1cc(S(=O)(=O)N2CCN=C2Cc2ccccc2)ccc1F,i,i
COCCN(Cc1cc2cc3c(cc2nc1Cl)OCO3)C(=O)Nc1ccc(OC)cc1,i,i
O=C(Nc1ccc2c(c1)OCO2)c1cccc2c1C(=O)N(C1CCCCC1)C2,i,i
CCn1cnc2scc(-c3ccccc3)c2c1=O,i,i

# A draw from above in order of SMILES length, ascending.
SMILES,CHT block,CHT PAM
CN1CCN(c2ccccc2NC(=O)c2sc3ccccc3c2Cl)CC1,i,i
O=C(Nc1ccc2c(c1)OCO2)c1cccc2c1C(=O)N(C1CCCCC1)C2,i,i
N#C/C(=C/c1ccc(-c2cc(C(=O)O)cc(C(=O)O)c2)o1)c1nc2ccccc2s1,i,i

# Further compounds
SMILES,CHT block,CHT PAM
O=C1C2C3C=CC(C3)C2C(=O)N1c1ccccc1 (stereo not given),i,i
COC(=O)Nc1sc2nc(C)cc(C)c2c1-n1cccc1,i,i
COC(=O)c1ccc(Cn2nc([N+](=O)[O-])c(Br)c2C)cc1,i,i
C=CCOC(=O)C1=C(C)NC(SCC(=O)Nc2nccs2)=C(C#N)C1c1cccs1 (stereo not given),i,i
COc1cccc(NC(C)(C)c2nnnn2-c2c(C)cccc2C)c1,i,i
Cn1ncc(N2CCN(C(=O)c3ccc(Cl)cc3)CC2)c(Cl)c1=O,i,i
CC1(C)C=C2C(=NN(c3ccccc3)C(N)=C2C#N)CO1,i,i
CN1C(CC(=O)Nc2ccc(Br)cc2)c2ccccc2CC1(C)C (stereo not given),i,i
Cc1ccc(C(=O)CCC(=O)N2CCC(C(N)=O)CC2)cc1,i,i
CC(C)Oc1ccc(CC2CCC(=O)N(C)C2=O)cc1 (stereo not given),i,i
Cc1nc(C)c(-c2csc(Nc3ccc(C(=O)O)c(O)c3)n2)s1,i,i
Cn1c(=O)c2c(nc(N3CCCCCC3)n2CC(O)COc2ccc(Cl)cc2)n(C)c1=O (stereo not given),i,i
COc1c(/C=N/Nc2ccc([N+](=O)[O-])cc2[N+](=O)[O-])c(C)nn1-c1ccccc1,i,i
CCCNC(=O)NC(=O)COc1c(F)c(F)cc(F)c1F,i,i
Cc1cccc(C)c1NC(=O)c1c(O)c2ccccc2[nH]c1=O,i,i
Cc1nn(-c2ccc(N3CCCCC3)nn2)c(C)c1CCC(=O)Nc1ccccc1F,i,i
CCOC(=O)C1CCCN(C(=O)c2ccc3nc(-c4ccc(OC)c(OC)c4)c(-c4ccc(OC)c(OC)c4)nc3c2)C1 (stereo not given),i,i
CC(=O)Cn1cnc2c(cnn2-c2ccc(C)c(C)c2)c1=O,i,i
COc1cccc(-c2nc(-c3ccccn3)no2)c1OC,i,i
Cc1cc2oc(C(=O)NCc3ccccc3)cc(=O)c2cc1C,i,i
Oc1csc(Cc2nc(-c3ccc(Br)cc3)cs2)n1,i,i
COc1ccc(-n2nc3c(c2NC(=O)COc2ccccc2)CS(=O)C3)cc1 (stereo not given),i,i
O=C(CS(=O)(=O)c1ccc(F)cc1)Nc1nccs1,i,i
CN(C(=O)c1ccccc1Cl)c1ccccc1C(=O)NCCc1ccccc1,i,i

# Entries of single compounds from above. Order of values: CHT block, CHT PAM
# COc1ccc(-n2nc3c(c2NC(=O)COc2ccccc2)CS(=O)C3)cc1 (stereo not given) is entered as i, i
# Cc1cccc(C)c1NC(=O)c1c(O)c2ccccc2[nH]c1=O is entered as i, i
# CCCNC(=O)NC(=O)COc1c(F)c(F)cc(F)c1F is entered as i, i
# Cc1cc2oc(C(=O)NCc3ccccc3)cc(=O)c2cc1C is entered as i, i
# Oc1csc(Cc2nc(-c3ccc(Br)cc3)cs2)n1 is entered as i, i

# (listing goes on)
SMILES,CHT block,CHT PAM
COCc1c(C(=O)OCC(=O)c2c(N)n(CC(C)C)c(=O)n(C)c2=O)oc2ccccc12,i,i
CC(C)c1cccc(C(C)C)c1NC(=O)CN1CCCC1,i,i
Cn1c(NCc2ccccc2)nc2c1c(=O)n(Cc1ccccc1)c(=O)n2C,i,i
O=C(OCc1cccc([N+](=O)[O-])c1)c1cccnc1,i,i
CC1CCCC(NC(=O)CSc2ccc(F)cc2)C1C (stereo not given),i,i
COc1ccc(N2CC(C(=O)OCC(=O)c3ccccc3)CC2=O)cc1 (stereo not given),i,i
CN(c1ccccc1)S(=O)(=O)c1cccc(NC(=O)COC(=O)C2CCCCC2)c1,i,i
Cc1ccc(/C=N/NC(=O)c2cccc(S(=O)(=O)Nc3ccccc3Cl)c2)o1,i,i
COc1ccc(NS(=O)(=O)c2cccc(NC(=O)c3ccc(Cl)nc3)c2)cc1,i,i
Cc1ccc(NC(=O)NCc2ccc3c(c2)OCO3)cc1,i,i
CCCCC(=O)Nc1ccc(C)c(O)c1,i,i
Cc1c(Cl)c([N+](=O)[O-])nn1Cc1ccc(C(=O)N/N=C\c2cc(Cl)ccc2O)o1,i,i
COc1ccc(N(CC(=O)Nc2cc(Cl)ccc2OC)S(=O)(=O)c2c(C)[nH]c(=O)[nH]c2=O)cc1,i,i
Cc1ccc(S(=O)(=O)/N=C(\CCl)N2CCOCC2)cc1,i,i
Cc1cc(NC(=O)CSc2nnc(C)n2C)no1,i,i
Cc1ccc(N(C(=O)Nc2ccccc2)C2=NCCC2)cc1,i,i
O=C(Nc1ccc(C(=O)NCC2CCN(Cc3ccccc3F)CC2)cc1)C1=CSCCO1,i,i
COc1ccc(NC(=S)NC2CCCCC2)c(OC)c1,i,i
O=C(Cn1ncc2c1-c1ccccc1OC2)Nc1ccc(Cl)cn1,i,i
Cn1ncc2c1ncn1nc(CCc3ccccc3)nc21,i,i
CCCc1cc(=O)[nH]c(SCCN2C(=O)c3ccccc3C2=O)n1,i,i
O=C(Nc1ccnn1C1CCN(C(=O)c2ccc(F)c(Cl)c2)CC1)C1CC1,i,i
Cc1cc(OCCCC(=O)NC2=NCCS2)ccc1Cl,i,i
COc1ccc(-c2csc(NC(C)=O)n2)cc1OC,i,i
Cc1ccccc1C(=O)NCCN=C1NS(=O)(=O)c2ccccc21,i,i
O=C(CSc1nc2ncccc2[nH]1)Nc1ccccc1-c1ccccc1,i,i
COc1ccc(CCNC(=O)Cn2ccc3c(OC)cccc3c2=O)cc1OC,i,i
CCOc1ccc(=O)n(-c2ccccc2)n1,i,i
CCOC(=O)c1c(C)[nH]c(C(=O)NNC(=O)c2ccc(C(C)(C)C)cc2)c1C,i,i
COC(=O)c1ccc(NC(=O)Cn2c(-c3nonc3N)nc3ccccc32)cc1,i,i
COc1cccc(-c2cc(C(=O)Nc3cc(C)n(Cc4ccc(Cl)cc4)n3)no2)c1,i,i
O=C(NCc1ccccn1)c1cccc(S(=O)(=O)Nc2ccc(SC(F)F)cc2)c1,i,i
Cc1cccc(NC(=O)CCC2CCN(C(=O)C3CC=CCC3)CC2)c1 (stereo not given),i,i
COc1ccccc1CC(=O)N1CCN(S(=O)(=O)c2cccs2)CC1,i,i
CCN(CC)CCNC(=O)c1c(C)n(-c2ccccc2)c2cc(Br)c(OC)cc12,i,i
CC(=O)/C(=N/Nc1ccccc1Cl)Sc1nnc(C(O)c2ccccc2)n1-c1ccccc1 (stereo not given),i,i
O=C1SCC(c2ccc(Cl)cc2Cl)=NN1Cc1nnc(-c2ccccc2)o1,i,i
Cc1nccn1CC(=O)N/N=C/c1cccs1,i,i
CC(C)NC(=O)C(c1ccc(F)cc1)N(Cc1ccco1)C(=O)CCC(=O)Nc1ccccn1 (stereo not given),i,i
Clc1ccc(-c2c[n+]3c(n2-c2ccccc2)SCC3)cc1,i,i
CNC(=S)NNC(=O)c1sccc1OCc1ccc(C)cc1,i,i
O=C(C1CC1)N1CCc2cc(Br)cc(S(=O)(=O)N3CCOCC3)c21,i,i
CC(C)CNC(=O)CSc1nc(-c2cccs2)cc(C(F)(F)F)n1,i,i
Cc1ccc(CS(=O)(=O)Cc2ccc(C(=O)NCc3cccnc3)o2)cc1,i,i
Cc1nc2sccn2c(=O)c1S(=O)(=O)NCCc1ccccc1,i,i
CCOC(=O)c1c(N)nn(C(=O)c2ccccc2F)c1-c1ccc(OC)cc1,i,i
CCC(C)NS(=O)(=O)c1ccc(OCC(=O)NCc2ccccn2)cc1 (stereo not given),i,i
[O-][n+]1c2cc(C(F)(F)F)ccc2c2n1CCN=C2c1ccc(Cl)cc1,i,i

# Looked up by compound from the entries so far (six):
SMILES,CHT block,CHT PAM
[O-][n+]1c2cc(C(F)(F)F)ccc2c2n1CCN=C2c1ccc(Cl)cc1,i,i
O=C(C1CC1)N1CCc2cc(Br)cc(S(=O)(=O)N3CCOCC3)c21,i,i
Cc1nc2sccn2c(=O)c1S(=O)(=O)NCCc1ccccc1,i,i
CCC(C)NS(=O)(=O)c1ccc(OCC(=O)NCc2ccccn2)cc1 (stereo not given),i,i
Clc1ccc(-c2c[n+]3c(n2-c2ccccc2)SCC3)cc1,i,i
CNC(=S)NNC(=O)c1sccc1OCc1ccc(C)cc1,i,i

# (cont.)
SMILES,CHT block,CHT PAM
O=C(Cc1ccc(Cl)c(Cl)c1)Nc1ccccc1N1CCCC1,i,i
Cc1cc(C)cc(C(=O)NCCN2CCOCC2)c1,i,i
CCCCOc1ccc(C2/C(=C(\O)c3ccc4c(c3)OCCO4)C(=O)C(=O)N2CCCN2CCOCC2)cc1 (stereo not given),i,i
COc1cc2ccccc2cc1C(=O)N(CCN(C)C)c1nc2c(OC)ccc(OC)c2s1,i,i
Cc1nnc(NC(=O)CC(CN(C)S(=O)(=O)c2ccccc2)c2ccccc2)s1 (stereo not given),i,i
Cc1cccc(C)c1-n1c(C)nn(CC#N)c1=O,i,i
CCN1CCN(Cc2cc(=O)oc3ccc(C)cc23)CC1,i,i
Nn1c(SCC(=O)Nc2ccc3c(c2)OCO3)nnc1-c1cccc(Cl)c1,i,i
COc1ccc(OC)c(NC(=O)CC2C(=O)NCCN2C(=O)Nc2cccc(Cl)c2)c1 (stereo not given),i,i
Cc1ccc2c(c1)N(C(=O)CCC(=O)NC1CCN(Cc3ccccc3)CC1)CC(C)O2 (stereo not given),i,i
O=C(CCNC(=O)c1ccc(Br)cc1)NCc1ccncc1,i,i
N#Cc1ccc(CSC2=NCCN2)cc1,i,i
Cc1ccc(Cn2c(C3CCCN3c3nc(C)cs3)nc3cc(C(F)(F)F)ccc32)cc1 (stereo not given),i,i
CCCCC(CC)CNC(=O)CN1C(=O)NC2(CCc3ccccc32)C1=O (stereo not given),i,i
CC(CC(=O)O)NCC1COc2ccccc2O1 (stereo not given),i,i
COCCNC(=S)N(Cc1cccs1)Cc1cc2cccc(C)c2[nH]c1=O,i,i
CN1CCN(C(=O)CSc2nc(-c3ccncc3)ccc2C#N)CC1,i,8.1*
CCc1ccc(/C=C2/C(=O)NC(=O)N2C(C)=O)cc1,i,i
O=C(Nc1ccccc1N1CCCC1)c1cc(S(=O)(=O)N2CCOCC2)ccc1Cl,i,i
CCOC(=O)c1c(NC(=S)NC(=O)c2ccc(Cn3cc(Cl)cn3)o2)sc2c1CCCCC2,i,i
Cc1cc(N(C(=O)c2ccco2)C(C(=O)NC2CCCCC2)c2ccccc2)ccc1-n1cnnn1 (stereo not given),i,i
CC1(C)C(=O)N(c2ccccc2F)C(=O)c2ccccc21,i,i
Oc1c(C(Nc2cccc(C(F)(F)F)c2)c2ccncc2)ccc2cccnc12 (stereo not given),i,i
O=C(Oc1cccc([N+](=O)[O-])c1)c1cc(-c2ccccc2)nc2ccccc12,i,i
CCOc1ccccc1CN1CCC(n2nccc2NC(=O)CCCc2ccccc2)CC1,i,i
O=C(NCCCN1CCCC1=O)c1ccc(OC(F)(F)F)cc1,i,i
CSc1nc2c(c(=O)[nH]c(=O)n2C)n1Cc1ccccc1,i,i
O=C(c1cncc(Br)c1)N1CCN(S(=O)(=O)c2ccc(Cl)cc2)CC1,i,i
CCn1c(COc2ccc(C)cc2)nnc1SCC(=O)Nc1cc(OC)ccc1OC,i,i
C/C(=N\NC(N)=O)c1ccccc1Cl,i,i
S=C(NCc1cccnc1)NCc1cccnc1,i,i
CC(C)[C@H](NC(=O)NC1CCCC1)C(=O)O,i,i
CC(=O)NC(Cc1ccc(F)cc1)C(=O)N1CCN(C(=O)NCc2ccccc2)CC1 (stereo not given),i,i
CCOC(=O)c1cnn(-c2ccccc2)c1NC(=O)c1ccccc1C,i,i
O=C(O)CCCCCNc1ncnc2ccc(Br)cc12,i,i
Cc1ccc(NC(=O)COc2ccc(-n3ccnc3)cc2)cc1Cl,i,i
C=CCNC(=O)c1cc2c(C(F)(F)F)nn(C)c2s1,i,i
COc1ccc(/C=N/N2CCOCC2)cc1O,i,i
Cc1ccc(-c2cc(C(=O)Nc3cc(C)ccc3C)[nH]n2)c(O)c1,i,i
CCOC(=O)c1ccc(NC(=S)N(CCN(C)C)Cc2cccs2)cc1,i,i
CCOc1ccc(NC(=O)CSc2nc(C)c3c(c2C#N)CCCC3)cc1,i,i
CCOC(=O)CN1C(=O)CSc2ccc(S(=O)(=O)N3CCCC3)cc21,i,i
COc1ccc(S(=O)(=O)N(CC(=O)N2CCN(C)CC2)C2CCCCC2)cc1OC,i,i
Cc1c(C(=O)O)sc2nc(CSc3nnc(-c4ccc(F)cc4)n3C)[nH]c(=O)c12,i,i
CNC(=O)c1[nH]cnc1C(=O)Nc1ccccc1C,i,i
